PG9 binder = binders of HIV-1 gp120 antibody PG9, primary screen, biochemical, TR-FRET | TR-FRET gp120-PG9 antibody binding | inhibition, % at 6.7 µM | 0.43% of 360,000 active | AID 624416, 2012; in the data active = inhibition above about 8.5%
DAX1 inh-1 = DAX1 (NR0B1) inhibitors, primary screen, cell-based, HEK293, Gal4-DAX1, luciferase luminescence | Nuclear receptor subfamily 0 group B member 1 (Homo sapiens), P51843 | HEK293 Gal4-DAX1 luciferase reporter | inhibition, % at 6.75 µM | 0.99% of 340,000 active | AID 504766, 2011;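 active = inhibition above the mean over all tested compounds plus 3 SD, cut at about 4.2% in these data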;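 note: 0% = DAX1-transfected cells with DMSO and 100% = empty-vector control cells with DMSO; inhibition shows as a rise in luminescence from relieved DAX1 repression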
Target sequence (P51843 207-470 limits assumed): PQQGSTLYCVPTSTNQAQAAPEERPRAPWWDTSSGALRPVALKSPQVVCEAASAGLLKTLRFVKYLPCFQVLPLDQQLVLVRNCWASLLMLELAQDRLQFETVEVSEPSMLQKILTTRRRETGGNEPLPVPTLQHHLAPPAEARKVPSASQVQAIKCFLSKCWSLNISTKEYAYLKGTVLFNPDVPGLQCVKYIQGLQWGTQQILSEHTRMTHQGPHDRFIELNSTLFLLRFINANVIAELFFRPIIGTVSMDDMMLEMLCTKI
PLCb3 inh = human PLC-beta3 inhibitors, primary screen, biochemical, fluorescence; 1-phosphatidylinositol 4,5-bisphosphate phosphodiesterase beta-3 (Homo sapiens), Q01970; Purified PLC-beta3, fluorogenic substrate; inhibition, % at 12.2 µM; 0.18% of 370,000 active; AID 720704, 2013; in the data active = inhibition above about 11%;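 note: 0% = median of compound wells on plate and 100% = full blocker control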
Rev-erbA mod = modulators of Rev-erb alpha DNA binding, primary screen, biochemical, FITC-DNA, fluorescence polarization, uHTS. Rev-erbα–FITC-DNA binding, 90 min. Nuclear receptor subfamily 1 group D member 1 (Homo sapiens), P20393. 0.79% of 370,000 active. activity, % at 10 µM. AID 1259318, 2017;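 active = activity above about 14%, limit read from the data; passing the limit was not always enough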;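 note: 0% = DMSO wells with 35 nM protein and 100% = DMSO wells with 750 nM protein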
Target sequence (P20393 whole entry, looked up): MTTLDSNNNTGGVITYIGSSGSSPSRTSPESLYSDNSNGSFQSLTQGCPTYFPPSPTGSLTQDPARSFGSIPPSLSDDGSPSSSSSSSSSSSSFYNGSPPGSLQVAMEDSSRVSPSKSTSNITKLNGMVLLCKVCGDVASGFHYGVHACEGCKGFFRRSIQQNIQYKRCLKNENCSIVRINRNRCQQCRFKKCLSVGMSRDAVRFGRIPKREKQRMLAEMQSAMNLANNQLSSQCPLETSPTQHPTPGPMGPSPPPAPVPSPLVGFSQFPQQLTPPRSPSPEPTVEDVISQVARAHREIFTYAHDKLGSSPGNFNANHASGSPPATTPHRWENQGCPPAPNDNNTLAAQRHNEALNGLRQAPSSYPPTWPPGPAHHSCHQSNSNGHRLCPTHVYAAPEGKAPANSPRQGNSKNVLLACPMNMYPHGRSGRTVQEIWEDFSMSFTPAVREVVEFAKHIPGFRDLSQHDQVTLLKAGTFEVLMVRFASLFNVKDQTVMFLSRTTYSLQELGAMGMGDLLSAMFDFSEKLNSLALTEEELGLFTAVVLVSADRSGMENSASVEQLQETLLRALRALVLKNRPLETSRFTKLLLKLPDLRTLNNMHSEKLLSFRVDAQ
hgDAF12 agonist = H. glycines DAF-12 receptor agonists, primary screen, cell-based, luminescence, HEK293, GAL4 fusion, UAS-luciferase; HEK293 GAL4-hgDAF12 UAS-luciferase reporter, agonist luminescence; normalized to butyrate control; activation, % at 6.8 µM; AID 687014, 2013; 1.8% of 370,000 active; Nuclear hormone receptor DAF-12 (Heterodera glycines), GAL4 fusion;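 active = activation above a cutoff set at the mean of all screened compounds plus 3 SD, cut at about 10% in these data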;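 note: 0% = DMSO wells and 100% = sodium butyrate wells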
hcDAF12 agonist = H. contortus DAF-12 nuclear receptor activators, primary screen, cell-based, luminescence, HEK293, lit1-tk-luc reporter; HEK293 hcDAF-12 lit1-tk-luc reporter; 0% DMSO, 100% Δ7-dafachronic acid; activation, % at 6.8 µM; 1.4% of 370,000 active; AID 652067, 2013;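 active = activation above the mean of all tested compounds plus 3 SD, cut at about 5.5% in these data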;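 note: 100% = response to 3 µM Δ7-dafachronic acid high control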
ssDAF12 agonist = S. stercoralis DAF-12 nuclear receptor activators, primary screen, cell-based, luminescence, HEK293, GRIP1 co-expression, lit1-tk-luc; 1% of 370,000 active; activation, % at 6.8 µM; Nuclear hormone receptor DAF-12 (Strongyloides stercoralis); AID 652126, 2013; HEK293 ssDAF-12/GRIP1 lit1-tk-luc reporter; % of 3 µM dafachronic acid response;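 active = activation above the mean over all tested compounds plus 3 SD, cut at about 0.9% in these data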;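 note: 0% = DMSO-only wells and 100% = 3 µM delta7-dafachronic acid wells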
SMARCA2 act = SMARCA2 (BRM) function activators, primary screen, cell-based, luminescence, high throughput | MG213 cells, MMTV-luciferase reporter, dexamethasone, overnight | activation, % at 9.1 µM | 1% of 370,000 active | AID 652017, 2013; in the data active = activation above about 7.8%;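 note: 0% = vehicle wells and 100% = reference activator wells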
HGIII-sPLA2 inh = human group III sPLA2 inhibitors, primary screen, biochemical, QFRET, BODIPY PC-A2 liposome substrate. Group 3 secretory phospholipase A2 (Homo sapiens), Q9NZ20. QFRET BODIPY PC-A2 liposome hydrolysis, fluorescence. inhibition, % at 12.2 µM. 0.56% of 370,000 active. AID 743126, 2013;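 active = inhibition above mean plus 3 SD of compounds lying within the high and low control bounds, cut at about 19% in these data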;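 note: 0% = median of test compound wells and 100% = no enzyme DMSO wells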
DAX1 inh-2 = DAX1 (NR0B1) inhibitors on StAR promoter, primary screen, cell-based, luminescence, SF-1 (NR5A1), full-length DAX-1; HEK293T StAR-luciferase reporter, SF-1/DAX-1 repression relief; inhibition, % at 6.8 µM; 1.1% of 370,000 active; AID 652010, 2013;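 active = inhibition above the mean over all tested compounds plus 3 SD, cut at about 3.6% in these data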;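 note: 0% = DAX-1 cells with DMSO and 100% = cells lacking DAX-1 with DMSO; higher inhibition means more luminescence from relief of DAX-1 repression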
GAA850 FXN act = FXN promoter activators, primary screen, cell-based, luciferase luminescence, HEK293 lucGAA850. 0.56% of 360,000 active. activation, % at 6 µM. HEK293 lucGAA850 FXN promoter luciferase reporter, 24 h; percent of 10 µM SAHA response;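 active = activation above the average of all compounds screened plus 3 SD, cutoff fixed separately per campaign, cut at about 7.5% in these data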;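 note: 0% = DMSO wells and 100% = 10 µM SAHA wells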
* hit, by the source's call; x = not tested or not shown.

SMILES	PG9 binder	DAX1 inh-1	PLCb3 inh	Rev-erbA mod	hgDAF12 agonist	hcDAF12 agonist	ssDAF12 agonist	SMARCA2 act	HGIII-sPLA2 inh	DAX1 inh-2	GAA850 FXN act
O=S(=O)(c1cccs1)N1CCN(CCOc2ccc(Cl)cc2)CC1	-1.3	-1.7	-3	1	-3.6	-4.0	-2.0	-6	-11	-5.0	0.1
CC(=O)N1CCOCCOCCN(C(C)=O)CCOCCOCC1	-1.8	0.1	2	-4	-0.6	-1.4	-0.6	-1	0	1.7	2.7
Cn1c(=O)[nH]c(=O)c2cc(C(=O)c3cc(F)ccc3O)cnc21	-0.9	0.7	-108	6	3.3	-3.0	-1.2	-1	-6	-0.1	-0.4
Cn1c(CC(=O)Nc2ccc(F)cc2)nnc1SCC(=O)Nc1nncs1	-1.8	1.0	-1	-4	0.1	-1.9	-1.7	4	2	0.4	-0.9
O=C(Nc1nnc(CSCc2ccc(F)cc2)s1)c1ccc([N+](=O)[O-])cc1	-0.7	-1.2	-9	-2	-0.3	-0.4	-0.9	-2	7	-0.1	0.5
Cc1cc(SCC(=O)NC2CCCC2)nc2ccccc12	16*	1.4	-1	4	1.2	-0.5	-0.8	5	5	0.3	-0.4
O=C(N/N=C/C1C(c2ccccc2)C1(Cl)Cl)c1cccc(Cl)c1 (configuration not stated)	-0.2	1.2	-1	2	6.1	2.1	-0.7	0	1	0.9	5.0
CN(C)c1ncc(C(=O)O)cn1	0.7	1.2	-2	0	-0.9	0.6	-1.5	-2	3	0.5	0.9
CC1(C(=O)NS(=O)(=O)c2cccc(C#N)c2)CCN1C(=O)Cc1ccc(Cl)cc1Cl (configuration not stated)	1.7	x	0	1	-3.1	0.9	-1.4	-1	6	0.0	0.8
O=C(N/N=C/c1cccc2ccccc12)c1cccnc1	-1.9	3.3	-13	6	4.5	-0.3	-1.0	9.1*	1	0.3	1.7
COC(=O)C1C2OC(C(Br)C2Br)C1C(=O)OC (configuration not stated)	-2.8	-0.1	3	-5	-0.8	2.2	-1.3	4	0	0.8	-0.8
CCN1CCN(c2ccc(NC(=O)c3ccc(Cl)c(N4CCCC4=O)c3)cc2)CC1	-2.5	0.5	3	-2	-0.8	1.9	-0.9	-4	14	0.4	3.4
COc1ccc(/C=C(/NC(=O)c2ccc(OC)cc2)C(=O)NCCc2c[nH]c3ccccc23)cc1	-0.5	0.2	4	-4	-1.5	-3.5	-1.2	-3	-63	0.4	1.5
CCc1c(-c2ccc(F)cc2)ncn1CCc1ccccc1OC	-0.9	x	1	5	-0.1	-1.3	-1.5	2	-4	-0.6	x
Cc1ccc(-c2nc(NC(=O)c3cc(C(C)(C)C)nn3C)sc2C)cc1Cl	0.1	1.9	-8	-4	0.1	-1.1	-1.1	-4	2	0.1	0.4
CC(/C=C/C=C/c1ccccc1)=N/NC(=O)C(O)c1ccccc1 (configuration not stated)	-4.6	1.5	-7	-2	0.7	-1.6	-0.9	-1	4	0.0	0.5
O=C(CN(C(=O)c1csnn1)c1cccc(Cl)c1)NC1CCCCC1	0.2	-0.1	-3	1	4.7	0.1	-0.7	-3	1	-0.5	-0.9
COC(=O)c1nn(-c2ccccc2)c(Sc2ccc(C)cc2)c1/C=N/O	-1.3	0.4	0	-3	2.1	-2.2	-1.4	-1	-7	-0.5	0.2
CS(=O)(=O)N(CC(=O)N1CCCC1)c1cc(C(F)(F)F)ccc1Cl	2.1	0.8	-7	2	-0.1	0.1	-0.9	0	2	0.2	0.3
CCOc1ncccc1C(=O)OCC(=O)N(CC(C)C)c1c(N)n(Cc2ccccc2)c(=O)[nH]c1=O	2.5	0.6	-4	-4	-1.4	-1.0	-0.5	-1	2	-1.3	-1.7
COC(=O)c1ccc(NC(=O)CCN2C(=O)C3C4CCC(C4)C3C2=O)cc1 (configuration not stated)	0.2	-0.7	-3	6	-0.4	-0.9	-0.8	-1	4	-0.9	-0.6
OC(C#CCN1CCCC1)(c1ccccc1)c1cccnc1 (configuration not stated)	0.6	x	-5	-4	1.3	-2.9	-1.9	-2	2	0.4	1.3
CC1(C)C2CCC1(CS(=O)(=O)N1CCCc3ccccc31)C(=O)C2 (configuration not stated)	0.5	0.4	2	-3	-0.1	-0.6	-0.6	0	0	-0.2	0.8
CCCC[C@@H]1C(=O)N2N=C(c3ccccc3)c3ccccc3[C@H]2N2N=C(c3ccccc3)c3ccccc3[C@@H]12	x	x	-26	5	-2.8	1.8	-1.0	-5	1	-0.6	x
O=C(CC1C(=O)NCCN1CC1CCCCC1)NCc1ccc(F)cc1 (configuration not stated)	0.8	-0.4	-18	-5	0.1	0.3	-1.1	0	-4	0.3	-0.9
O=C(C1CCN(Cc2ccc(F)cc2)CC1)N(CCc1ccccc1)Cc1ccccc1	-1.3	-0.5	2	4	-0.8	-4.0	-1.4	-5	-10	1.3	0.6
CCc1sc(NC(=O)CN2CCOCC2)nc1-c1ccccc1	-1.3	-0.3	0	-3	-3.6	-0.5	-1.1	8.7*	7	0.4	-0.2
COc1ccc(-c2[nH][nH]c(=O)c2NC(=O)c2ccccc2Br)cc1	-4.2	x	-3	-1	-4.0	-1.2	-1.4	-2	1	-2.1	x
COC(=O)c1sccc1NC(=O)c1ccc(OC)c([N+](=O)[O-])c1	0.5	0.3	-7	-10	-5.6	-0.2	-1.3	-3	8	-0.1	0.4
CC(C)(C)C1CCC(N2CCN(c3ccccc3)CC2)CC1 (configuration not stated)	0.0	0.6	-2	-1	3.0	-2.0	-0.5	-1	13	-0.8	1.9
COC(=O)C1=C(C)N(Cc2ccc(F)cc2)C(=S)NC1c1cccc(Cl)c1 (configuration not stated)	0.0	x	-1	4	-2.2	-0.6	-1.4	-3	6	-0.3	x
C[C@@H](NC(=O)C[C@@H]1C[C@@H]2c3cc(NS(=O)(=O)c4ccc(F)cc4)ccc3O[C@@H]2[C@@H](CO)O1)c1ccccc1	-0.9	0.3	4	0	-1.6	-1.5	-1.6	0	-6	-0.5	-1.9
Cc1ccc(S(=O)(=O)Nc2ccc3c(c2)C(=O)N([C@@H](C)CO)C[C@@H](C)[C@@H](CN(C)C(=O)NC(C)C)OCCCC[C@H](C)O3)cc1	-0.1	x	-1	-1	-1.7	-1.7	-1.1	-5	-7	-0.8	x
COc1ccc(N2c3ccccc3CN(Cc3ccccc3)[C@@H](C)[C@H]2Cc2cccnc2)cc1	-1.9	2.6	0	6	0.2	-0.7	-1.7	-3	4	-1.4	-2.2
CC(=O)N[C@@H](C)C(=O)N1CCN(S(=O)(=O)c2ccc(Cl)cc2)CC1	0.8	1.5	-2	4	-4.4	-1.1	-1.3	-4	8	0.1	1.6
Nc1nnnn1CC(=O)N/N=C/c1cc([N+](=O)[O-])ccc1Cl	-1.8	0.1	2	-2	2.9	-1.6	-0.3	1	-4	-0.4	3.6
O=[N+]([O-])c1ccc(COc2ccccc2CO)cc1	-0.4	x	1	6	7.3	0.5	-1.0	4	-3	2.2	x
COc1ccc(S(=O)(=O)N2CCOC23CCN(S(=O)(=O)c2ccccc2)CC3)cc1	-0.3	4.3*	-3	1	1.6	-0.6	-1.1	-1	2	1.2	2.7
NC(=O)C1CCN(C(=O)c2cc(S(=O)(=O)N3CCOCC3)c(Cl)cc2Cl)CC1	-1.0	1.3	4	-3	1.6	0.6	-1.0	0	2	-0.1	-1.9
O=C(O)CC/C(=N\NC(=O)c1ccc(F)cc1)c1ccc(Br)cc1	-1.1	0.3	-13	-3	5.6	0.4	-1.7	0	-7	2.0	1.3
Cc1ccc(CC2CC(=O)N(CC(=O)O)C2=O)cc1 (configuration not stated)	-0.9	0.0	0	-3	0.8	-1.4	-0.9	-1	2	0.1	0.4
CCCC(=O)c1ccc(N2CCOCC2)c(F)c1	-1.8	0.8	1	2	-1.3	-0.2	-1.0	3	1	-0.3	3.5
COc1ccc(OC)c(N/C=C/C(=O)c2ccc(OC)c(OC)c2)c1	-1.3	-1.9	-118	7	-4.3	-3.0	-1.1	0	-11	-0.9	4.6
CCn1c(SCC(=O)Nc2ccc(N3CCOCC3)c(Cl)c2)nnc1-c1ccc(N)cc1	-1.5	-2.6	-1	-6	-1.4	-1.7	-1.6	0	-12	-1.4	-0.7
O=C(NCCNC(=O)c1ccc([N+](=O)[O-])cc1)c1ccncc1	0.2	1.5	4	-4	-2.6	-0.1	-0.7	1	-2	0.2	-0.4
O=C(NC1CC2CCCC(C1)N2C(=S)NCCc1ccccc1)C1CC1 (configuration not stated)	2.8	3.7	-1	-3	-2.2	-1.5	-1.5	-4	10	-0.1	1.3
Cc1ccccc1NC(=O)Cc1nc(COC(=O)COc2ccccc2C(C)C)cs1	-2.9	0.7	-3	-7	-1.8	-0.4	-1.0	-2	-51	1.1	2.6
CC(C)(C)c1cc(NC(=O)Nc2ccc(Br)cc2Cl)no1	1.5	0.0	1	3	-2.1	-1.2	-1.0	1	-2	0.6	1.5
Cc1ccc(C(=O)Nc2ncccc2S(=O)(=O)c2ccccc2)cc1	-1.6	1.0	-2	0	2.4	0.4	-0.6	2	4	-0.8	3.5
CC(=O)C1CCC2C3CC=C4N(C)C(=O)CCC4(C)C3CCC12C (configuration not stated)	0.6	1.8	0	5	1.6	-0.6	-0.8	1	3	0.7	-1.4

Quoted at random: 3 entries already listed
SMILES	PG9 binder	DAX1 inh-1	PLCb3 inh	Rev-erbA mod	hgDAF12 agonist	hcDAF12 agonist	ssDAF12 agonist	SMARCA2 act	HGIII-sPLA2 inh	DAX1 inh-2	GAA850 FXN act
CS(=O)(=O)N(CC(=O)N1CCCC1)c1cc(C(F)(F)F)ccc1Cl	2.1	0.8	-7	2	-0.1	0.1	-0.9	0	2	0.2	0.3
CCc1sc(NC(=O)CN2CCOCC2)nc1-c1ccccc1	-1.3	-0.3	0	-3	-3.6	-0.5	-1.1	8.7*	7	0.4	-0.2
COc1ccc(/C=C(/NC(=O)c2ccc(OC)cc2)C(=O)NCCc2c[nH]c3ccccc23)cc1	-0.5	0.2	4	-4	-1.5	-3.5	-1.2	-3	-63	0.4	1.5
